AID2073: inhibitors of Mint1-CaV2.2 protein interaction, biochemical, HTRF (AID 2073). Voltage-dependent N-type calcium channel subunit alpha-1B (Homo sapiens). HTRF protein-protein interaction, Mint1-CaV2.2; higher % means a stronger effect. inhibition, % at 20 µM; hits with a dose series show IC50 in µM. 0.19% of 290,000 active; in the data active = inhibition mostly above about 51%, no sharp cut-off; inconclusive = no clear call, values can overlap the other calls; inactive = mostly below about 53%; note: some results filed as inactive read as strong as hits
HEK293 NOD2/NF-kB: NOD2 signaling inhibitors, cell-based, luminescence, uHTS, HEK293 (AID 1566). HEK293 NOD2/NF-kB luciferase reporter, luminescence; higher % means a stronger effect. inhibition, % at 4 µM; hits with a dose series show EC50 in µM. 0.63% of 290,000 active; note: many of its hits are not listed in these tables
SIAH1 antagonists: Siah-1 peptide-binding antagonists, primary screen, biochemical, fluorescence polarization, rhodamine-plectin, uHTS (AID 1817). one-dose displacement, % at 20 µM; IC50 in µM for titrated hits. Siah-1 / rhodamine-plectin peptide fluorescence polarization; higher % means a stronger effect. 0.02% of 290,000 active;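 active = displacement of at least 50% at 20 µM, with a fluorescence ratio check between 0.3 and a set limit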;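 note: plate controls were Siah plus tracer with DMSO for no effect and tracer alone without Siah for full effect; strong numbers were not always called active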
M1AAP inhibition: P. falciparum M1AAP inhibitors, biochemical, fluorogenic H-Leu-NHMec substrate, 1536-well (AID 1445); inhibition, % at 30 µM, or IC50 in µM where a hit was titrated; recombinant M1AAP, H-Leu-NHMec fluorogenic kinetic assay; higher % means a stronger effect; 0.42% of 220,000 active;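 active = primary inhibition above the hit cutoff, then over 50% inhibition at one or more dose response concentrations, cut at about 23% in these data, passing the limit was not always enough; inconclusive = conflicting primary data, or primary hits not chosen for dose response; inactive = low primary inhibition, or under 50% at every dose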;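 note: plate controls were DMSO full reaction for no effect and no enzyme background for full effect; strong numbers were not always called active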
ER stress rescue: rescue of cells from ER stress-induced death, primary screen, 384-well, CSM14.1, thapsigargin, ATP luminescence (AID 1222). CSM14.1 thapsigargin-induced death rescue, ATP luminescence; higher % means a stronger effect. cellular ATP content (survival), % at 20 µM; hits with a dose series show EC50 in µM. 190,000 tested, under 10 active;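 active = EC50 below 50 µM in the dose-response confirmation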;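 note: death triggered by thapsigargin at about 15 µM added after 2 h compound pretreatment; cell ATP read after overnight thapsigargin exposure of roughly 18 to 22 hours; normalized against plate controls of thapsigargin alone and 5% DMSO vehicle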
P. falciparum M17LAP: P. falciparum M17LAP inhibitors, primary screen, biochemical, fluorogenic H-Leu-NHMec substrate, 1536-well (AID 1619); recombinant M17LAP, H-Leu-NHMec fluorogenic kinetic assay; higher % means a stronger effect; Leucine aminopeptidase (Plasmodium falciparum (isolate 3D7)); 0.38% of 220,000 active; inhibition, % at 30 µM, or IC50 in µM where a hit was titrated;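 active = compound inhibiting the enzyme by more than half at any dose during confirmatory dose-response retesting; inconclusive = strong single-dose inhibitors picked by rank but not retested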;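 note: plate controls were full reaction with DMSO carrier for no effect and no enzyme background for full effect; strong numbers were not always called active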
XIAP displacement: XIAP antagonists, biochemical, IAP family, fluorescence polarization (AID 1018); XIAP BIR domain, fluorescence polarization peptide displacement; higher % means a stronger effect; displacement, % at 20 µM; hits with a dose series show IC50 in µM; E3 ubiquitin-protein ligase XIAP (Homo sapiens); 0.007% of 200,000 active; in the data active = displacement above about 50%; note: a part of the inactive calls stands beside numbers as strong as those of hits
Hep lipid drop: inhibitors of hepatocyte lipid droplet formation, primary screen, imaging, high-throughput imaging, BODIPY stain. inhibition, % at 6.5 µM. AID 1656, 2009. 0.4% of 240,000 active. AML12 mouse hepatocytes, oleate lipid droplets;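 active = lipid droplet intensity inhibited by at least 50%, with more than 500 cells counted; inconclusive = wells with under 300 cells, treated as cytotoxic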
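material = mouse AML12 hepatocyte cell line, fixed after treatment | also added = 100 µM oleic acid challenge | doses = compound at 6.5 µM only | schedule = overnight exposure | technique = Image-based BODIPY and DAPI two-channel analysis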
LYP phosphatase: inhibitors of LYP phosphatase, biochemical, fluorescence intensity, uHTS (AID 1779). recombinant LYP phosphatase, fluorescence intensity; higher % means a stronger effect. inhibition, % at 11.5 µM; hits with a dose series show IC50 in µM. 0.054% of 290,000 active;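 note: plate controls were vehicle with enzyme for no effect and no enzyme for full effect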
Hep lipid drop cells 6.5 µM: also measured in Hep lipid drop; calls as there; cell count; measured here: cell count, cytotoxicity flag;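 cells counted across two imaged fields per well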
* hit, by the source's call; ? = inconclusive; . = no result given. Cut-off read from the data, not from the text of the source, unless noted: active = inhibition above about 50%; inactive = the rest. Not all compounds are listed, so the mix of outcomes need not match the whole.

Keys: A = AID2073; B = HEK293 NOD2/NF-kB; C = SIAH1 antagonists; D = M1AAP inhibition; E = ER stress rescue; F = P. falciparum M17LAP; G = XIAP displacement; H = Hep lipid drop; I = Hep lipid drop cells 6.5 µM; J = LYP phosphatase
compound: O=S(=O)(Nc1ccccn1)c1cccc(S(=O)(=O)c2ccc(Cl)cc2)c1
  A = 9% | B = 4% | C = 7% | D = 2% | E = -0.4% | F = 2% | G = -5.9% | H = -10 | I = 676 | J = 2%
compound: NC(=O)c1cccc(S(=O)(=O)N2CC(c3ccccc3)CC2=O)c1 (stereo unspecified)
  A = -9% | B = 17% | C = -1% | D = 7% | E = -1.4% | F = -9% | G = -0.7% | H = . | I = . | J = -4%
compound: O=C1Cc2ccccc2C(=O)N1CCc1ccccc1
  A = -1% | B = -27% | C = 4% | D = -13% | E = -1.7% | F = 0% | G = -5.6% | H = . | I = . | J = -10%
compound: O=C(O)C1C2C=CC3(CN(Cc4ccco4)C(=O)C13)O2 (stereo unspecified)
  A = 3% | B = 3% | C = 3% | D = -1% | E = -1.0% | F = 7% | G = -3.8% | H = . | I = . | J = 4%
compound: COc1ccc2cc3cc(C(=O)Nc4cc(OC)c(OC)c(OC)c4)oc3nc2c1
  A = 16% | B = 29% | C = -6% | D = ? | E = 2.4% | F = 2% | G = -5.4% | H = 28 | I = 823 | J = -6%
compound: CCC(C)Cn1c(S(=O)(=O)O)nc2ccccc21 (stereo unspecified)
  A = 3% | B = 13% | C = 1% | D = 1% | E = -0.7% | F = -102% | G = -5.2% | H = 5 | I = 747 | J = -5%
compound: O=C(CN1CCN(Cc2ccc(F)cc2)CC1)Nc1ccccc1F
  A = 21% | B = 5% | C = -4% | D = . | E = . | F = . | G = . | H = -3 | I = 862 | J = -10%
compound: C=CCNC(=O)c1ccccc1NC(=O)Nc1ccccc1
  A = 2% | B = 21% | C = 4% | D = 5% | E = -3.1% | F = 1% | G = -1.3% | H = 17 | I = 794 | J = 0%
compound: CN(Cc1ccon1)Cc1cn(C)nc1-c1ccc2c(c1)OCCO2
  A = 44% | B = 15% | C = 3% | D = -3% | E = 0.5% | F = -3% | G = -5.3% | H = -1 | I = 663 | J = -3%
compound: OC(COc1ccc2ccccc2c1)CN1CCCC1 (stereo unspecified)
  A = -3% | B = -23% | C = 1% | D = 4% | E = -0.7% | F = 2% | G = -1.2% | H = . | I = . | J = -1%
compound: CC(=O)NC(N1CCCCC1)C(F)(F)C(F)(F)C(F)(F)C(F)F (stereo unspecified)
  A = -3% | B = 13% | C = -2% | D = -9% | E = 1.2% | F = 2% | G = 0.2% | H = . | I = . | J = -9%
compound: CC(C)(C)c1ccc(NC(=O)Nc2ccc3ccccc3n2)cc1
  A = 5% | B = 4% | C = 16% | D = 9% | E = . | F = 0% | G = . | H = 16 | I = 803 | J = -3%
compound: CCCc1nc(SCC(=O)NNC(=O)C2CCCCC2)c2ccccc2n1
  A = 23% | B = 10% | C = -1% | D = -6% | E = 1.2% | F = -5% | G = -3.4% | H = . | I = . | J = -4%
compound: COc1ccc(CCNC(=O)C(=O)NCC2OCCCN2S(=O)(=O)c2cc(C)ccc2C)cc1 (stereo unspecified)
  A = 13% | B = -6% | C = 2% | D = . | E = . | F = . | G = . | H = 8 | I = 761 | J = -1%
compound: CCOc1cccc(N2C(=O)CC(N3CCC(C(N)=O)(N4CCCCC4)CC3)C2=O)c1 (stereo unspecified)
  A = 32% | B = 6% | C = 0% | D = 9% | E = 5.3% | F = 6% | G = -3.9% | H = -13 | I = 729 | J = -3%
compound: CC(C)(C)c1ccc(Cn2nnc3c(=O)[nH]c(C4CCN(C(=O)c5ccco5)CC4)nc32)cc1
  A = 2% | B = -1% | C = -6% | D = . | E = . | F = . | G = . | H = -3 | I = 746 | J = -9%
compound: COc1ccc(/C=N\NC(=O)c2sc(N)nc2C)cc1OC
  A = 2% | B = -4% | C = -4% | D = 19% | E = 1.9% | F = 34% | G = -7.4% | H = . | I = . | J = -4%
compound: Cc1ccc(S(=O)(=O)NCCCC(=O)C=[N+]=[N-])cc1
  A = 15% | B = 15% | C = -3% | D = 2% | E = -0.9% | F = 17% | G = -4.9% | H = . | I = . | J = -5%
compound: COc1ccc(C(c2oc(CO)cc(=O)c2O)c2oc(CO)cc(=O)c2O)cc1OC
  A = 8% | B = 0% | C = -4% | D = -1% | E = -0.8% | F = 13% | G = -6.0% | H = 2 | I = 692 | J = -5%
compound: c1ccc(-c2ccc(OCCN3CCOCC3)cc2)cc1
  A = -4% | B = -26% | C = -4% | D = . | E = . | F = . | G = . | H = -1 | I = 811 | J = -6%
compound: COc1ccc(C(=O)NCC(=O)OCC(=O)Nc2cc(OC)ccc2OC)cc1
  A = -1% | B = 1% | C = -4% | D = 6% | E = -0.9% | F = 13% | G = -4.4% | H = -2 | I = 783 | J = -7%

Part of the list above, as tab-separated lines.
canonical_smiles	AID2073	HEK293 NOD2/NF-kB	SIAH1 antagonists	M1AAP inhibition	ER stress rescue	P. falciparum M17LAP	XIAP displacement	Hep lipid drop	Hep lipid drop cells 6.5 µM	LYP phosphatase
CN(Cc1ccon1)Cc1cn(C)nc1-c1ccc2c(c1)OCCO2	44%	15%	3%	-3%	0.5%	-3%	-5.3%	-1	663	-3%
OC(COc1ccc2ccccc2c1)CN1CCCC1 (stereo unspecified)	-3%	-23%	1%	4%	-0.7%	2%	-1.2%	.	.	-1%
CC(=O)NC(N1CCCCC1)C(F)(F)C(F)(F)C(F)(F)C(F)F (stereo unspecified)	-3%	13%	-2%	-9%	1.2%	2%	0.2%	.	.	-9%
CC(C)(C)c1ccc(NC(=O)Nc2ccc3ccccc3n2)cc1	5%	4%	16%	9%	.	0%	.	16	803	-3%
CCCc1nc(SCC(=O)NNC(=O)C2CCCCC2)c2ccccc2n1	23%	10%	-1%	-6%	1.2%	-5%	-3.4%	.	.	-4%
COc1ccc(CCNC(=O)C(=O)NCC2OCCCN2S(=O)(=O)c2cc(C)ccc2C)cc1 (stereo unspecified)	13%	-6%	2%	.	.	.	.	8	761	-1%
CCOc1cccc(N2C(=O)CC(N3CCC(C(N)=O)(N4CCCCC4)CC3)C2=O)c1 (stereo unspecified)	32%	6%	0%	9%	5.3%	6%	-3.9%	-13	729	-3%
CC(C)(C)c1ccc(Cn2nnc3c(=O)[nH]c(C4CCN(C(=O)c5ccco5)CC4)nc32)cc1	2%	-1%	-6%	.	.	.	.	-3	746	-9%
COc1ccc(/C=N\NC(=O)c2sc(N)nc2C)cc1OC	2%	-4%	-4%	19%	1.9%	34%	-7.4%	.	.	-4%

Source: PubChem BioAssay (several laboratories)
